Growth percent in the NCI-60 one-dose screen (48 h, 10 µM unless noted): 100 = growth as untreated, 0 = no growth, -100 = all killed.
HL-60(TB) = HL-60(TB) leukemia cells | 78,000 compounds, 9% hits | AID 1794776; active means growth percent below 10
The depositor's hits bear a star; & = joins results of further samples; [ ] = remark or other dose. Some of the compounds tested; count on the stated rates, not on these rows.

SMILES	HL-60(TB)
OCC1OC(OC2C(O)C(CO)OC2(CO)OC2OC(CO)C(O)C(O)C2O)C(O)C(O)C1O (stereo unspecified)	129.5
CCOc1ccc(/C=N/NS(=O)(=O)c2ccc(C)cc2)cc1	79.5
COCCn1cc(-c2nc(-c3cccnc3)cs2)c2cc(Br)ccc21	107.5
C#CCOc1cccc(/C(N)=N/C(N)=N/c2nc3ccccc3s2)c1	88.8
COc1cc(Nc2cc(O)c3c(=O)cc(-c4ccccc4)oc3c2)cc(OC)c1	-35.7*
COc1ccc(Oc2nc(Nc3ccc(F)cc3)ncc2NC(N)=O)cc1	83.9
Cc1nn(-c2ccccc2)c2c1C(c1cc3ccccc3[nH]c1=O)C1=C(CC(C)(C)CC1=O)N2 (stereo unspecified)	94.8
CCC(CC)OC(=O)c1ccccc1C	97.1
COc1ccc2c(c1)[n+](=O)c(C(=O)/C=C/c1cc(OC)c(OC)c(OC)c1)c(C)n2[O-]	42.6
Cc1ccc(-c2csc(NC(=O)COCc3c(-c4ccccc4)no[n+]3[O-])n2)cc1	110.3
S=C(Nc1ccccc1)Nc1ccc(Nc2ncnc3sc4c(c23)CCN(Cc2ccccc2)C4)cc1	130.8
Cc1noc(C)c1C(=O)Nc1n[nH]c2ccccc12	87.0
COC(=O)[C@H](Cc1cn(C)cn1)NC(=O)[C@H](Cc1c[nH]c2ccccc12)NC(=O)Nc1cc(C(F)(F)F)cc(C(F)(F)F)c1	-54.5*[100 µM]
Cc1cc(=O)oc2cc(OCCCCOc3ccc(/C=C/C(=O)Nc4cccc([N+](=O)[O-])c4)cc3)ccc12	97.2
O=[N+]([O-])c1ccc(NN=C(c2ccccc2)c2ccccc2)c([N+](=O)[O-])c1	95.7
O=C1NCCCN1C1OC(CO)C(O)C1O (stereo unspecified)	93.9
COc1cccc2cc(C(=O)CSc3nc4ccccc4c(=O)n3-c3ccccc3)c(=O)oc12	82.1
CCCCCCC(C)N(CC(C)(C)O)C(=O)c1ccc([N+](=O)[O-])cc1 (stereo unspecified)	95.7
CCCCCC1CCCCN1C(=O)OCC(C)C (stereo unspecified)	116.7
C/C(=C\C(=O)O[C@H]1[C@@H]2[C@H](C)CC[C@H]2[C@]2(C)O[C@@]1(C1CCCCC1)C[C@H]2OC(=O)CO)c1ccccc1	-27.8*
CC[C@H](C)[C@H](NC(=O)[C@H](CCCNC(=N)N)NC(=O)[C@H](Cc1c[nH]c2ccccc12)NC(=O)[C@@H](NC(=O)[C@H](CCCCN)NC(=O)[C@H](CCCCN)NC(=O)[C@@H](NC(=O)[C@@H](NC(=O)[C@@H](NC(=O)[C@H](CCCCN)NC(=O)[C@H](Cc1ccccc1)NC(=O)[C@H](CCCCN)NC(=O)[C@H](CCCCN)NC(=O)[C@H](Cc1ccccc1)NC(=O)[C@@H](NC(=O)[C@@H](N)CCCCN)[C@@H](C)CC)[C@@H](C)O)[C@@H](C)CC)[C@@H](C)CC)C(C)C)C(=O)N[C@@H](Cc1ccccc1)C(=O)NCC(=O)N[C@@H](CCCNC(=N)N)C(=O)N[C@@H](Cc1ccccc1)C(N)=O	14.9
CC(=O)Nc1ccc(S(=O)(=O)n2ccc(-c3ccc4c(c3)CCC(C)(C)O4)n2)cc1	91.9
O=C(CSc1nc2c(n1Nc1ccccc1)-c1ccccc1SC2)Nc1nccs1	101.5
Cn1[nH]c(=O)ccc1=O	115.9
CO[C@H](C(=O)N[C@@H](CCCCNC(=O)OCc1ccccc1)C(=O)OC(C)(C)C)[C@@H]1Cc2cc3cc(OC4CC(OC5CC(O)C(O)C(C)O5)C(O)C(C)O4)c(C)c(O)c3c(O)c2C(=O)[C@H]1OC1CC(OC2CC(OC3CC(C)(O)C(O)C(C)O3)C(O)C(C)O2)C(O)C(C)O1 (stereo partly specified)	-0.2*
CC1Cc2c(NCc3ccccc3)ncnc2N2CCc3cccc1c32 (stereo unspecified)	67.9
Cc1cc(N(CCCNc2ccnc3cc(Cl)ccc23)Cc2ccco2)nc(N2CCN(C)CC2)n1	38.0
Cc1ccccc1Nc1cc(N)nc(N)n1	77.3
CCOc1cc(/C=N/NC(=O)N(c2ccccc2)c2ccccc2)ccc1O	99.3
CCCCOC(=O)c1cccc(C(=O)OCCCC)c1	89.7
CCN(CC)c1ccc(Br)cc1	106.7
ClC(Cl)(Cl)c1nc(Nc2nc(-c3ccccc3)cs2)nc(-c2ccncc2)n1	100.8
CCCCCCCCCCCCCCCCCCNC(=S)N/N=C/c1ccccc1C(=O)O	64.2
CC(C)CC(NC(=O)CCl)C(=O)O (stereo unspecified)	98.3
C=C(C)[C@@H]1CC[C@]2(C(=O)OC)CC[C@]3(C)[C@H](CC[C@@H]4[C@@]5(C)CC[C@H](NC(=O)OC(C)(C)C)C(C)(C)[C@@H]5CC[C@]43C)[C@@H]12	79.2
Nn1c(SCC(=O)Nc2ccc(F)cc2)nnc1-c1ccc(NC(=O)c2cccnc2)cc1	99.1
CCOC(=O)CC[C@H](NC(=O)c1ccc(NC)c2ccccc12)C(=O)OCC	105.4
N#Cc1c(Cl)nc(SCC(=O)N2CCN(c3cc4c(cc3F)c(=O)c(C(=O)O)cn4C3CC3)CC2)nc1-c1ccc(Cl)cc1	107.4
CCCCN1C(=O)C2CC=CCC2C1=O (stereo unspecified)	106.1
O=C(O)C1=NN(c2cccc([N+](=O)[O-])c2)C(=O)C1	138.9
N/C(=N\N=C\c1ccc(Cl)cc1Cl)c1c(N)nc(=S)[nH]c1-c1ccc(Cl)cc1Cl	101.6
COC(=O)[C@]1(C)CCC[C@]2(C)[C@H]3C[C@H]4C(C(C)C)=C[C@]3(CC[C@H]21)[C@@H]1C(=O)N(N2CSCCSC2)C(=O)[C@@H]14	104.6
O=[N+]([O-])c1ccc(-c2cn3nc(-c4c[nH]c5ccccc45)sc3n2)cc1	95.3
N#CC1(C#N)C(c2cccs2)NC(c2cccs2)C1(C#N)C#N (stereo unspecified)	99.0
CCOC(=O)C(C)SC1=C(C)C(=O)c2ccccc2C1=O (stereo unspecified)	91.8
CC(=O)Nc1nc(C)c(C(=O)N/N=C/c2ccco2)s1	114.7
O=C1OC(=O)C2C3C=CC(C3)C12 (stereo unspecified)	109.4&107.1&103.8
Cc1cc(C)n(C(=O)c2nn(-c3ccc(Cl)cc3)cc2O)n1	39.8
OC1CC(c2ccccc2)C1(c1ccccc1)c1ccccc1 (stereo unspecified)	99.1
O=C(OCc1ccc2c(Cl)cc(Cl)c(O)c2n1)OCc1ccc2c(Cl)cc(Cl)c(O)c2n1	90.8
CCCc1cc2c(cc1NC(=O)C1C(C=C(C)C)C1(C)C)OCO2 (stereo unspecified)	92.6
CCOC(=O)c1c2c(n3ccc(NC(=O)CCN(CC)CC)cc13)C(=O)c1ncccc1C2=O	-48.5*
N#CC(c1ccccc1)C(C#N)c1ccccc1 (stereo unspecified)	96.7
CCN1C(=O)N(CC)C2SC(N/N=C/c3cccs3)=NC21 (stereo unspecified)	1.3*
CC(=O)Cn1cc(-c2ccccc2)nn1	105.3
Cc1ccc2oc(=O)cc(Cn3c4ccc(Cl)cc4c4ccc([C@@H](C)C(=O)O)cc43)c2c1	88.0
N#Cc1c(-c2ccc(Cl)cc2)cc(-c2ccccc2)n(Cc2ccccc2)c1=O	100.6
C[C@H](CCC(=O)O)[C@H]1CC[C@H]2[C@@H]3[C@H](O)C[C@@H]4C[C@H](O)CC[C@]4(C)[C@H]3C[C@H](O)[C@]12C	94.8
O=C(O)C1CCc2nc(NCc3ccccc3)nc(NCc3ccccc3)c2C1 (stereo unspecified)	89.3
Clc1ccc(-c2nnc(COc3ccc(C4=NNC(c5ccccn5)C4)cc3)o2)cc1 (stereo unspecified)	111.5

Given as a markdown table: entries from further up
| canonical_smiles | HL-60(TB) |
| --- | --- |
| CCCc1cc2c(cc1NC(=O)C1C(C=C(C)C)C1(C)C)OCO2 (stereo unspecified) | 92.6 |
| CCOC(=O)c1c2c(n3ccc(NC(=O)CCN(CC)CC)cc13)C(=O)c1ncccc1C2=O | -48.5* |
| N#CC(c1ccccc1)C(C#N)c1ccccc1 (stereo unspecified) | 96.7 |
| CCN1C(=O)N(CC)C2SC(N/N=C/c3cccs3)=NC21 (stereo unspecified) | 1.3* |

Further compounds
SMILES	HL-60(TB)
O=C(O)COCC(=O)O	101.7
COc1ccc(-c2nc3ccc(-c4nc5ccc(N6CCN(c7ccccc7)CC6)cc5[nH]4)cc3[nH]2)cc1OC	16.1
Cc1ccc(/C=C(\C#N)n2nc3cccc(F)c3n2)cc1	86.6
COc1ccc(-c2nc(SCCC(C)C)nc(N3CCOCC3)c2C#N)cc1	87.1
CC1=C(/C=C/C(C)=C/C=C/C(C)=C/C(=O)O)C(C)(C)CCC1	67.0&46.2&79.2
C=C1C(=O)C2CCN1CC2	97.4
CCC1(c2ccc(O)cc2)NC(=O)NC1=O (stereo unspecified)	74.9
CN[C@@H]1C(O)[C@@H](O[C@@H]2[C@@H](O)[C@H](O[C@H]3OC(CN)=CC[C@H]3N)[C@@H](N)C[C@H]2N)OC[C@]1(C)O (stereo partly specified)	108.7
CC(=O)c1c2c(n3ccccc13)C(=O)c1ccccc1C2=O	77.4
Cc1nc(N)cc(=O)[nH]1	98.2
C[N+](C)(C/C=C/c1ccccc1)Cc1ccccc1	92.6
O=C(O)c1ccc[n+](CC(=O)N2CCN(c3cc4c(cc3F)c(=O)c(C(=O)O)cn4C3CC3)CC2)c1	97.6
O=c1cc(N2CCOCC2)oc2cc(-c3cc4ccccc4o3)ccc12	77.1
CC(=O)Nc1nc(C)c(C(=O)NN)s1	116.5
C/C(=C\c1ccn(-c2ccc(N)cc2)n1)[C@@H]1C[C@@H]2O[C@]2(C)CCC[C@H](C)[C@H](O)[C@@H](C)C(=O)C(C)(C)[C@@H](O)CC(=O)O1	5.9*
O=[N+]([O-])c1ccccc1Nc1ccccc1[N+](=O)[O-]	110.2&50.4
COc1ccc(-c2cc(-c3cccnc3)nc3sc4c(=O)[nH]nnc4c23)cc1OC	112.0
CC(C)(C)Nc1c(-c2c(O)c3ccccc3oc2=O)nc2ccc(Cl)cn12	99.2
Cc1nn(-c2nc(-c3ccccc3)c(C#N)c(=O)n2C)c(C)c1N=Nc1ccc(C(=O)O)cc1	117.0
Nc1ccc(-c2ccc3nc4c(=O)[nH]nc(-c5cccc(C(F)(F)F)c5)c4n3c2)cn1	100.9

Continued; it opens with the 4 that closed the last part.
SMILES	HL-60(TB)
COc1ccc(-c2cc(-c3cccnc3)nc3sc4c(=O)[nH]nnc4c23)cc1OC	112.0
CC(C)(C)Nc1c(-c2c(O)c3ccccc3oc2=O)nc2ccc(Cl)cn12	99.2
Cc1nn(-c2nc(-c3ccccc3)c(C#N)c(=O)n2C)c(C)c1N=Nc1ccc(C(=O)O)cc1	117.0
Nc1ccc(-c2ccc3nc4c(=O)[nH]nc(-c5cccc(C(F)(F)F)c5)c4n3c2)cn1	100.9
Cc1ccc(N2CCN(C(=O)c3c(-c4ccccc4)nnc4ccccc34)CC2)c(C)c1	97.2
C[N+]1=C(/C=C/c2ccc(O)c3ncccc23)C(C)(C)c2ccccc21	32.5
Cc1c(C)c2ccc3c(c2oc1=O)N=C(c1ccccc1)CO3	86.3
C=CCOc1ccc(/C(Cl)=N/N=C(\Cl)c2cc(OC)c(OC)c(OC)c2)cc1	39.6
COc1ccc(-c2c(N)cnc(C(=O)O)c2C)c(OCc2ccccc2)c1OC	102.5
NC(N)=N/N=C/c1ccc(Br)cc1	0.0*
C=C(C)[C@@H]1CC[C@]2(C(=O)NCCCCCN(CCC#N)CCC#N)CC[C@]3(C)[C@H](CC[C@@H]4[C@@]5(C)CCC(=O)C(C)(C)[C@@H]5CC[C@]43C)[C@@H]12	127.4
O=C1c2cccc3c(-c4ccc(-c5nc6c7ccccc7c7ccccc7c6[nH]5)cc4)ccc(c23)C(=O)N1C1CCCCC1	66.0
COc1cc(C2C=C(C(=O)O)Nc3nc(SC)[nH]c(=O)c32)cc(OC)c1OC (stereo unspecified)	118.2
C=C(C)COC(=O)c1c(C)cc(C)cc1C	98.9
Cc1ccc(S(=O)(=O)NCCCNc2nccc(-c3c(-c4ccccc4)nc4occn34)n2)cc1	100.5
C/C=C/C(=O)N(CC)c1ccccc1	102.1
NC(=O)c1cccc(-n2ccc3cc(NC(=O)c4cc(C(F)(F)F)cc(C(F)(F)F)c4)ccc32)n1	93.0
CCCCC1(c2ccc(O)cc2)NC(=O)NC1=O (stereo unspecified)	66.0
Cn1c(=O)c2nc(SCc3ccccc3)n(C)c2n(C)c1=O	92.3
COc1cccc(/C=C/C(=O)/C=C(O)/C=C/c2cccc(OC)c2OC)c1OC	97.3
N#Cc1c(-c2ccccc2Cl)cc(-c2ccc(Br)s2)[nH]c1=O	104.9
CCCCCCCCn1cc[n+](C)c1	94.1
COc1ccc2[nH]cc(-c3nnc(N)nc3-c3c[nH]c4ccc(OC)cc34)c2c1	111.7
COc1ccc(-c2nn(-c3ccccc3)cc2/C=C/C(=O)C(=O)O)cc1	89.2
COc1cc2c(cc1OC)-c1ccc3cc4c(cc3c1N(CCCN(C)C)C2)OCO4	30.4
[O-]/[N+](=C\c1ccccc1)c1ccccc1	98.3
C=CCn1c(SCC(=O)Nc2cccc(C(=O)/C=C/c3ccc(Cl)cc3)c2)nc2ccccc2c1=O	103.0
Cc1ccc(-n2cnc3c(Nc4ccccn4)nc(Cl)nc32)c(C)c1	100.1
C#CCOc1cccc(Nc2ncnc3ccc(NC(=O)C=C)cc23)c1	29.3
CCCCCNCCOC(=O)c1ccc(N)cc1	102.8
COC1CC(O)C2OC(c3ccccc3)OCC2O1 (stereo unspecified)	99.5
N#C/C(=C1C=C(Br)/C(=N\O)C=C\1Cl)c1ccc(Cl)cc1	72.0
Nc1ccc(-n2c(=O)oc3ccc(Cl)cc3c2=O)c(Cl)c1	-42.8*
COc1cc(-n2cc(C#N)c(N)c2C(C)=O)cc(OC)c1OC	97.0
CCc1ccc([C@@H]2CN(C)[C@]3(C(=O)NC4C=CC=C[C@H]43)[C@@]23NC(=S)N(c2ccc(F)c(Cl)c2)C3=O)cc1 (stereo partly specified)	109.6
CCOC(=O)Nc1on[n+](-c2ccccc2)c1-c1ccccc1	104.3
CCNc1nc(NC(C)C)nc(-c2ccncc2)n1	108.8

Quoted at random: 3 compounds from above.
SMILES	HL-60(TB)
CCCCCNCCOC(=O)c1ccc(N)cc1	102.8
C=CCn1c(SCC(=O)Nc2cccc(C(=O)/C=C/c3ccc(Cl)cc3)c2)nc2ccccc2c1=O	103.0
N#C/C(=C1C=C(Br)/C(=N\O)C=C\1Cl)c1ccc(Cl)cc1	72.0
